Rat MKP-3 inhibitors – MKP-3 phosphatase inhibitors, primary screen, biochemical, rat enzyme, in vitro (AID 425); recombinant MKP-3 phosphatase activity, fluorescence; higher % means a stronger effect; inhibition, % at 20 µM; hits with a dose series show IC50 in µM; 110,000 tested, 0.17% active; in the data active means inhibition above about 50%;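 further: plate controls were vehicle for no effect and reference inhibitor for full effect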
Hsp70 inhibitors – Hsp70 inhibitors, probe displacement, primary screen, biochemical, fluorescence polarization (AID 583); Hsp70 fluorescence polarization probe displacement, mP; higher % means a stronger effect; displacement, % at 20 µM; hits with a dose series show IC50 in µM; 140,000 tested, 0.06% active; in the data active means displacement above about 50%;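 further: plate controls were vehicle for no effect and reference ligand for full effect; a part of the inactive calls stands beside numbers as strong as those of hits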
Starred values were filed as active, the others as inactive; nt = no result given; & = joins results of further samples.

SMILES	Rat MKP-3 inhibitors	Hsp70 inhibitors
Cc1noc(C)c1S(=O)(=O)Nc1ccc(C(=O)NC2CCCCC2)cc1	-5.1%	4.2%
CCOCc1nnc(NC(=O)c2ccc(OC)cc2)s1	nt	9.4%
COc1ccc2c(c1)nc(SCC(=O)c1ccccc1)n2C	0.0%	1.3%
C(=N\Nc1ccccn1)/c1cccs1	-0.7%	1.1%
CCOC(=O)CN1CC23C=CC(O2)C(C(=O)Nc2ccc4c(c2)OCO4)C3C1=O (stereo not given)	3.5%	0.7%
COc1cccc(N2CC(O)Cn3c2nc2c3c(=O)n(CCCc3ccccc3)c(=O)n2C)c1 (stereo not given)	-0.7%	1.8%
CC(C)Nc1nc(NC(C)C)nc(N(C)C#N)n1	-11.9%	1.5%
COc1ccccc1NC(=O)CN(c1ccc(C)cc1)S(=O)(=O)c1c(C)n[nH]c1C	1.3%	-3.4%
NC(=O)c1ccc(NC(=O)C23CC4CC(CC(C4)C2)C3)cc1	2.5%	-2.5%
C=CCn1c(SCC(=O)N2CCOCC2)nc2sc3c(c2c1=O)CCCC3	-17.7%&1.0%	5.5%
COc1ccc(Br)cc1/C=C1\SC(N2CCOCC2)=NC1=O	2.1%	0.2%
O=C(Nc1nc2ccccc2n1CCOc1ccccc1)c1ccc(Cl)cc1	1.4%	-1.9%
CC1CN(C(=O)C2(C)CCCCC2)c2ccccc21 (stereo not given)	-0.4%	5.0%
CC(C)(CO)NC(=O)CCCOc1ccc(Cl)cc1Cl	0.9%	5.0%
COc1cccc2cc(C(=O)C3=C(O)C(=O)N(CCN(C)C)C3c3ccc(F)cc3)oc12 (stereo not given)	-13.4%	0.2%

Ordered by molecular weight (falling): 6 of the compounds above.
SMILES	Rat MKP-3 inhibitors	Hsp70 inhibitors
COc1cccc(N2CC(O)Cn3c2nc2c3c(=O)n(CCCc3ccccc3)c(=O)n2C)c1 (stereo not given)	-0.7%	1.8%
COc1cccc2cc(C(=O)C3=C(O)C(=O)N(CCN(C)C)C3c3ccc(F)cc3)oc12 (stereo not given)	-13.4%	0.2%
CCOC(=O)CN1CC23C=CC(O2)C(C(=O)Nc2ccc4c(c2)OCO4)C3C1=O (stereo not given)	3.5%	0.7%
O=C(Nc1nc2ccccc2n1CCOc1ccccc1)c1ccc(Cl)cc1	1.4%	-1.9%
NC(=O)c1ccc(NC(=O)C23CC4CC(CC(C4)C2)C3)cc1	2.5%	-2.5%
CC(C)Nc1nc(NC(C)C)nc(N(C)C#N)n1	-11.9%	1.5%

Next section:
SMILES	Rat MKP-3 inhibitors	Hsp70 inhibitors
CC(=O)Nc1nc2cc3sc(NC(C)=O)nc3cc2s1	1.8%	0.0%
Clc1ccc(-c2nnc(-c3ccccc3)o2)c(Cl)c1	-5.0%	1.4%
CC(C)n1c(-c2cccnc2)nc2cnccc21	-1.3%	1.4%
O=C1NC(=O)N(c2ccc(Cl)cc2)C(=O)/C1=C/c1cc(I)c(O)c([N+](=O)[O-])c1	3.0%	8.4%
COc1cc(C)nc(Nc2nc(C)c3ccc(C)cc3n2)n1	2.4%	0.1%
CCc1ccc(NC(=O)c2ccccc2NC(=O)C2CCCO2)cc1 (stereo not given)	nt	4.0%
CCOc1ccc(-c2[nH]c3ccc(Cl)c[n+]3c2C)cc1	3.6%	5.2%
O=S(=O)(NCCCCCNS(=O)(=O)c1ccc(F)cc1)c1ccc(F)cc1	-10.3%	-5.1%
O=C(/C=C/NNC(=O)c1ccc(Br)cc1)c1ccccc1	nt	1.5%
O=C(NCC(=O)N1CCC(N2CCCCC2)CC1)C1CCCCC1	-11.5%	-4.0%
Cc1c(C(=O)Nc2ccc3c(c2)Cc2ccccc2-3)cccc1[N+](=O)[O-]	3.3%	-2.4%
CC(C)OC(=O)C1CC=CCC1C(=O)Nc1ccc(Cl)cc1 (stereo not given)	nt	1.8%
COCCOC(=O)C1=C(C)N=C2SCCC(=O)N2C1c1cccc(Br)c1 (stereo not given)	3.0%	6.1%
Cc1ccc(-c2cc(C(=O)O)c3cc(Br)ccc3n2)s1	-3.3%	5.5%
O=C(CCCN1C(=O)c2ccccc2C1=O)Oc1ccc(Cl)cc1	nt	-0.9%
CC1CCN(C(=O)c2ccc3c(c2NCCO)C(=O)c2ccccc2C3=O)CC1	nt	3.3%
C=CCNc1nc2c(c(=O)n(C)c(=O)n2C)n1CC	5.0%	2.0%
O=C(NC1CCN(Cc2ccccc2)CC1)c1ccc(Cl)cc1Cl	-0.2%	9.7%
Cc1oc2c(CN3CCOCC3)c(O)ccc2c(=O)c1-c1ccc(Br)cc1	-5.9%	1.9%
Cc1ccc(/C=c2/sc3n(c2=O)C(N)=C(C#N)C(c2ccc(C)o2)C=3C#N)o1 (stereo not given)	7.1%	1.4%
CC1(C)CCC[C@@]2(C)C1CC[C@@]1(C)OC(=O)CC21 (stereo not given in full)	0.2%	0.6%
N#CC1=C(N)SC(N)=C(C#N)C1c1c(Cl)cccc1Cl	-3.8%	-3.2%
O=C(CSc1nnnn1-c1ccc(F)cc1)Nc1ccc(N2CCOCC2)c(Cl)c1	nt	-1.7%
CC(=O)c1ccc(N2CCN(C(=O)c3ccco3)CC2)c(F)c1	-0.4%	1.5%
CCN(CC)c1ccc(C=Nc2ccc(N(C)C)cc2)c(O)c1	nt	-43.6%
Cc1cc2cc(CN(Cc3ccc4c(c3)OCO4)Cc3nnnn3C3CCCC3)c(=O)[nH]c2cc1C	-0.9%	0.2%
COc1cc(/C=N/NC(=O)c2nc(C)cc(C)n2)ccc1O	nt	6.1%
O=C(CSc1nnc(Cc2ccccc2)n1C1CCCCC1)N1CCOCC1	-5.0%	1.4%
CC(=O)OCC(OC(C)=O)C(OC(C)=O)C(OC(C)=O)C(=O)Nc1ccccc1C (stereo not given)	-5.9%	7.5%
CN1C(=O)/C(=C/c2ccc(OC(=O)c3ccco3)cc2)SC1=S	-1.0%	-4.0%
O=c1c2ccccc2nc(Cc2ccccc2)n1Nc1ccccc1	3.0%	1.8%
NC(=O)c1c(NC(=O)CCc2ccccc2)sc2c1CCCCCC2	-0.2%	-1.0%
Cc1cc(C=O)c(C)n1-c1cc(C(F)(F)F)ccc1N1CCOCC1	nt	7.3%
CCOc1cccc2sc(NC(=O)c3ccc(Br)s3)nc12	5.7%	-2.8%
CC(Sc1nncn1C)C(=O)Nc1nnc(C(C)C)s1 (stereo not given)	2.6%	2.9%
CCCCN(C(=O)CNC(=O)c1ccco1)C(C(=O)NC1CCCC1)c1ccc(OC)cc1 (stereo not given)	nt	1.0%
CN(C)CCNCC12CC3CC(CC(C3)C1)C2	3.4%	-4.3%
CCOC(=O)c1ccc(NC(=O)C2CN(S(=O)(=O)c3ccccc3)CCN2S(=O)(=O)c2ccccc2)cc1 (stereo not given)	-1.8%	-6.3%
CCCCOc1ccc(-c2ccc(C(N)=O)cc2)cc1	-2.6%	0.2%
O=c1oc2ccccc2c(O)c1/C=N/c1ncccn1	-14.0%	5.0%
CN(C)CCOC(=O)CCN1C(=O)/C(=C/c2ccc(Cl)cc2Cl)SC1=S	-0.9%	4.2%
CN(C(=O)C1CCOC1)c1nnc(-c2cccnc2)s1 (stereo not given)	-11.6%	2.2%
COCCNC(=O)c1ccccc1-c1nc(-c2ccccc2Cl)no1	-13.0%	-3.3%
CCOC(=O)C1C(c2ccccc2)C(C(=O)OCC)C1c1ccccc1 (stereo not given)	nt	-2.6%
O=C(Nc1ccc(-c2ccccc2)cc1)c1ccc(Br)cc1	-0.1%	-0.2%
O=C(C1CCCN(c2nnc(-n3cccc3)s2)C1)N1CCN(c2ccccc2)CC1 (stereo not given)	3.0%	-4.3%
COC(=O)C1=C(C)NC(C)=C(C(=O)OC)C1c1ccc(OC)cc1	2.2%	-1.6%
O=c1cc(N2CCc3ccccc3C2)[nH]c(=O)n1-c1ccc(Br)cc1	5.4%	-2.7%
CCOC(=O)c1ccc(NC(=O)CCCOc2ccc(Cl)cc2Cl)cc1	0.4%	-0.7%
CCN1C(=O)c2cccc3c(NC(=O)c4cccs4)ccc1c23	2.2%	-1.9%
CN1CCN(P(=O)(c2ccccc2)c2nc3ccccc3s2)CC1 (stereo not given)	-9.6%	-0.7%
O=C(NCCn1cc(SCC(=O)N2CCOCC2)c2ccccc21)c1ccccc1	-3.4%	0.1%
COc1ccc(C(C#N)Nc2ccc(C)cc2)cc1 (stereo not given)	nt	-2.6%
CCN(CC)c1ccc2c(c1)C(=O)N(C)C2=O	1.8%	8.5%
COc1cccc(OC)c1C(=O)NC(C)c1ccccc1 (stereo not given)	nt	0.9%
COC(=O)c1c(-c2ccc(C3CCCCC3)cc2)csc1N	-3.0%	3.1%
Cc1c(C)n(C(=O)CN2CCC(C(N)=O)CC2)c2ccccc12	3.8%	2.6%
Cc1n[nH]c(C)c1CCC(=O)N/N=C\c1ccc(Cl)c(Cl)c1	3.6%	-1.3%
O=C(O)CCC(=O)Nc1cc(Cl)cc(Cl)c1	-1.2%	-12.2%
Cc1cc(C)nc(N2CCN(CC(=O)NCc3ccccc3)CC2)n1	nt	1.8%

Following part
SMILES	Rat MKP-3 inhibitors	Hsp70 inhibitors
O=[N+]([O-])c1ccc2nc3c([nH]c4ccccc43)c(Cl)c2c1	1.3%	-4.5%
CCCOc1ccccc1NC(=O)CC1Sc2ccc(C(F)(F)F)cc2NC1=O (stereo not given)	0.0%	2.1%
COc1ccccc1CNC(=O)c1cccc([N+](=O)[O-])c1C	-1.5%	-2.8%
CCCCc1ccc(Nc2ncnc3nc[nH]c23)cc1	-4.8%	nt
CCN(CC)C(=O)CSc1nc2nc(C)cc(C)c2c(=O)[nH]1	nt	5.7%
Cc1ccc(OCCCCN2CCCCC2)c(Cl)c1	-0.2%	2.3%
O=C(COc1ccccc1[N+](=O)[O-])N=Nc1c(O)[nH]c(=O)[nH]c1=O	-1.1%	1.2%
CC(C)=CC1C(C(=O)Nc2ccc(Br)cn2)C1(C)C (stereo not given)	-7.6%&2.7%	1.3%&0.0%
C=C(C)COc1ccc2c(C)c(CC(=O)OC)c(=O)oc2c1C	-11.0%	-0.6%
O=c1[nH]c(SCCOc2ccccc2F)nc2ccccc12	-6.0%	1.4%
Cc1n[nH]c(C)c1-c1nc2ccccc2[nH]1	-11.3%	4.4%
O=C(NCCO)C(=O)NCc1ccco1	0.3%	-5.2%
O=C(CSc1nnc(Cc2ccccc2)n1-c1ccccc1)N1CCOCC1	3.7%	-6.1%
CC(C)N(Cc1ccccc1)S(=O)(=O)N(C)C	1.0%	0.1%
Cc1cc(Nc2ccc(C)c(F)c2)n2ncnc2n1	-1.0%	5.5%

Overlap with the part before: 3 compounds; new compounds follow.
SMILES	Rat MKP-3 inhibitors	Hsp70 inhibitors
O=C(CSc1nnc(Cc2ccccc2)n1-c1ccccc1)N1CCOCC1	3.7%	-6.1%
CC(C)N(Cc1ccccc1)S(=O)(=O)N(C)C	1.0%	0.1%
Cc1cc(Nc2ccc(C)c(F)c2)n2ncnc2n1	-1.0%	5.5%
Cc1c(CCO)c(=O)n(-c2ccccc2)n1S(=O)(=O)c1c(Cl)cc(Cl)cc1Cl	nt	-30.8%
Cc1ccc(N(CC(=O)NC2CCCC2)S(=O)(=O)c2ccccc2)cc1	0.2%	-5.6%
Cc1ccc(-n2[nH]c(C)c(C=O)c2=O)cc1	0.1%	3.8%
Cc1c(Cl)cccc1N=C1NC(=O)/C(=C/c2ccc(-c3ccccc3C(=O)O)o2)S1	11.3%	-0.7%
CCSc1ncc(Cl)c(C(=O)Nc2ccc(S(=O)(=O)Nc3onc(C)c3C)cc2)n1	0.8%	2.3%
C=CCc1c(C)nc(-c2ccccc2)nc1Nc1ccc(C(=O)O)cc1	0.9%	3.7%
CCOC(=O)N1CCN(C(=O)C2CCN(S(=O)(=O)c3ccc(C)cc3)CC2)CC1	nt	-5.2%
COc1cc(/C=C2\C(=O)NN(c3ccccc3)C2=O)cc(Br)c1OCC(=O)O	3.9%	3.7%
CCCOc1cc2oc(=O)c3c(c2cc1Cl)CCCC3	1.5%	-0.9%
Cc1cccc(-c2nnc(-c3ccc(N)cc3)o2)c1	-2.2%	0.8%
COC(=O)c1noc(-c2ccc(C)cc2)n1	nt	1.5%
CC(C)n1c(NCCc2ccccc2)nc2c1c(=O)n(C)c(=O)n2C	nt	5.9%
CCOc1ccc(NC(=O)C2=C(C)NC(=O)NC2c2ccc(C)cc2)cc1 (stereo not given)	3.9%	2.1%
O=C1CCC(C(=O)NCc2cccnc2)N1 (stereo not given)	-0.2%	2.1%&2.5%
COCCN(C(=O)COc1ccccc1)c1nnc(-c2cccnc2)s1	-8.4%	1.9%
Cc1cccc(CCNS(=O)(=O)c2ccc(S(=O)(=O)N3CCCCC3)cc2)c1	nt	4.7%
Cc1cc(C)cc(N=Cc2ccc(OC3CSC3)cc2)c1	0.1%	-0.4%
Cc1cccc(OCCCC(=O)Nc2nccs2)c1	-9.4%	-0.5%
CCOC(=O)c1ccccc1NC(=O)c1sc(NC(=O)C2CC2)c(C(=O)OCC)c1C	3.0%	-4.1%
COc1ccccc1CC(=O)Nc1cc([N+](=O)[O-])ccc1C	2.0%	-1.1%
COc1ccc(Br)cc1C(=O)Nc1ccc(-c2nc3cc(C)c(C)cc3o2)c(O)c1	2.6%	-2.9%
CCN1CCN(C(c2cccs2)C(C)NC(=O)C(C)C)CC1 (stereo not given)	-11.3%	-3.2%
O=C(N/C(=C/c1cccs1)C(=O)N1CCCCCC1)c1ccccc1	-0.1%	1.5%&-1.5%
Cc1nn2c([nH]c(=O)c3ccccc32)c1C=O	nt	0.3%
CC1(C)Cc2c(cnn2-c2ccccc2)C(=O)/C1=N\NC(=O)c1ccccc1N	nt	-0.6%
N#Cc1c(Nc2ccccc2)ccnc1N1CCN(c2ccccc2)CC1	3.9%	1.9%
Cc1cc(C(=O)N2CCCc3ccccc32)no1	-6.1%	-1.3%
O=C(Cc1ccc(Br)cc1)N1CCN(c2ccc(F)cc2)CC1	3.1%	1.9%&2.4%
CC(C)Oc1ccc(C2CC(=O)N(c3ccc(N(C)C)cc3)C2=O)cc1 (stereo not given)	nt	3.8%
COc1ccccc1/C=C1\SC(=S)N(c2cccc(C)c2)C1=O	0.6%	-0.8%

Bioassay records as filed in PubChem.

These rows are one share of the data; the hit share may differ from the screen's.
